# PRMT1 inh = PRMT1 (human) inhibition, primary screen; Q99873; recombinant PRMT1, activity-based probe fluorescence polarization; inhibition, % at 2.79 µM; 370,000 compounds, 1.3% hits; AID 652257;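 active = inhibition above about 21% made by adding two undisclosed values, limit read from the data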
# NR1D1 modulator = modulates human Rev-erb alpha binding to DNA | P20393 | Rev-erbα–FITC-DNA binding, fluorescence polarization, 90 min | AID 1259318 | 370,000 compounds, 0.79% hits | activity, % at 10 µM;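 active = activity above about 14%, limit read from the data; passing the limit was not always enough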;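 note: 0% = DMSO wells with 35 nM protein and 100% = DMSO wells with 750 nM protein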
# mABHD4 FP = inhibits mouse alpha/beta hydrolase domain 4; Q8VD66; purified mABHD4, FP-Rh probe fluorescence polarization; inhibition, % at 8.92 µM; 370,000 compounds, 0.54% hits;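 active = inhibition exceeding the mean over every tested compound plus 3 SD, cut at about 30% in these data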;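 note: 0% = plate median of compound wells and 100% = S159A mutant with DMSO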
#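 assay system = mABHD4 protein | compound dosing = single nominal dose of 8.92 µM, 0.89% DMSO final | read-out basis = percent inhibition of probe binding, normalized to plate controls | schedule = Enzyme–compound pre-incubation 45 min, then probe 60 min, both 25 °C | detection = fluorescence polarization, excitation 525 nm, emission 598 nm, BODIPY TMR filters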
# HTRA1 inhibitor = HTRA1 (human) protease inhibition | Q92743 | recombinant HTRA1, FP-rhodamine activity-based probe, fluorescence polarization | inhibition, % at 5.96 µM | 340,000 compounds, 0.5% hits | AID 504803; in the data active = inhibition above about 36%;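 note: 0% = enzyme with DMSO and 100% = wells lacking enzyme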
# rCAG RNA binder = molecules binding r(CAG) RNA repeats. r(CAG) RNA repeat, TO-PRO-1 dye displacement fluorescence. inhibition, % at 3 µM. 370,000 compounds, 1.3% hits;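 active = inhibition above the plate cutoff, the mean of all test compounds on that plate plus 3 SD, cut at about 35% in these data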;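 note: 0% = DMSO alone and 100% = 100 µM mitoxantrone as full dye displacement; higher means more dye released from RNA so lower well fluorescence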
# MBD2 inh = blocks human MBD2 binding to methylated DNA; Q9UBB5; TR-FRET, MBD2 binding to methylated oligonucleotide; inhibition, % at 4.4 µM; 370,000 compounds, 0.31% hits; in the data active = inhibition above about 13%
# PG9 Ab binder = binds the HIV-1 gp120 antibody PG9; 360,000 compounds, 0.43% hits; inhibition, % at 6.7 µM; AID 624416; TR-FRET gp120-PG9 antibody binding; in the data active = inhibition above about 8.5%
# UHRF1 MBD2 ctr = human UHRF1 methylated DNA binding inhibitors; AID 687016; inhibition, % at 4.4 µM; Q96T88; UHRF1 binding to methylated oligo, TR-FRET; 370,000 compounds, 0.75% hits; in the data active = inhibition above about 21%;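 note: UHRF1 SRA domain binding a hemimethylated CpG hairpin DNA probe; 0% = median of test compound wells and 100% = reference inhibitor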
# Target sequence (Q96T88 whole entry, looked up, the tested form may be a part): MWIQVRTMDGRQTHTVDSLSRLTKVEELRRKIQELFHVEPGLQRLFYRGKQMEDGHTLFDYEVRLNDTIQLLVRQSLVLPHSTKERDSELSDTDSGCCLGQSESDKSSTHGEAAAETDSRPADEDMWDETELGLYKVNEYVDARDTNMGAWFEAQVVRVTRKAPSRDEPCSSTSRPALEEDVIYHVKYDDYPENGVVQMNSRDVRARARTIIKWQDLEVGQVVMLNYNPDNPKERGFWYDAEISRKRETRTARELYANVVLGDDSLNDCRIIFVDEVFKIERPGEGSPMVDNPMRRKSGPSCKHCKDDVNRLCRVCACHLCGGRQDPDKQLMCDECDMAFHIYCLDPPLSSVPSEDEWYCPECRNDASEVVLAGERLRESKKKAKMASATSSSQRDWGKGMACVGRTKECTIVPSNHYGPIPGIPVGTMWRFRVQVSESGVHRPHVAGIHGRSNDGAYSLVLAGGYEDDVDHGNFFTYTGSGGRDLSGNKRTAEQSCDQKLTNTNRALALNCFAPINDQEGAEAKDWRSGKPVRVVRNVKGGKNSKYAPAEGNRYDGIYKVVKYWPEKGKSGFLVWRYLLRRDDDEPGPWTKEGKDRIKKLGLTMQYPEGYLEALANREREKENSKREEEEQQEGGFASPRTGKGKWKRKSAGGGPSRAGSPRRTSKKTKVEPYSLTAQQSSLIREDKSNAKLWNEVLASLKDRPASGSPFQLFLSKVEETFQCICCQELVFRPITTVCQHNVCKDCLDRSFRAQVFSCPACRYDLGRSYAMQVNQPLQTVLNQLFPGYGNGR
# LEDGF integ inh = blocks HIV-1 LEDGF/p75-dependent DNA integration; TR-FRET IN-LEDGF/p75 DNA integration, Eu/Cy5; inhibition, % at 3.7 µM; 370,000 compounds, 0.64% hits;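 active = inhibition above the screen-wide mean plus 3 SD, cut at about 13% in these data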;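 note: signal is the Cy5 over europium emission ratio at 671 and 618 nm; 0% = plate median of compound wells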
# TCR CD3 inh = blocks the human TCR-CD3 interaction | TAMRA-labeled TCR probe fluorescence, biochemical | inhibition, % at 9.4 µM | 360,000 compounds, 0.37% hits | AID 651800; in the data active = inhibition above about 19%;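 note: recombinant mutant TCR 2C K166C tagged with TAMRA read by polarization; 0% = receptor in buffer alone and 100% = receptor with positive control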
# An asterisk follows results filed as active; · = no result given. Only part of the results is shown; count on the stated rates, not on these rows.
# The line under a structure holds: LEDGF integ inh, PG9 Ab binder, rCAG RNA binder, UHRF1 MBD2 ctr, NR1D1 modulator, MBD2 inh, TCR CD3 inh, HTRA1 inhibitor, PRMT1 inh, mABHD4 FP
> O=C(NC(=S)NCCCN1CCOCC1)c1ccc([N+](=O)[O-])cc1
→ 0, -1.7, -1, -2, -1, -2, 8, -3, 0, 2
> Cn1c(SCc2ccccc2[N+](=O)[O-])nnc1-c1cccnc1
→ -1, -1.0, -1, 1, 3, -3, 3, 8, 2, 5
> O=C(NCC1CCCO1)c1csc2c1CCCCC2 (stereo not drawn)
→ 0, -1.9, -3, 1, 0, -6, 6, -1, 1, 3
> COc1ccc(C(C)(C)C)cc1NC(=O)COC(=O)c1cnc(C)cn1
→ -4, 0.7, -7, 4, 2, 6, -3, 4, 1, 1
> Cc1cc(N2C(=O)C3C4C=CC(C4)C3C2=O)ccc1NC(=O)c1cccs1 (stereo not drawn)
→ 3, -0.2, 4, 2, -3, 1, 3, -2, -3, 8
> CC(=O)CCc1ccccc1
→ 2, -0.8, 1, 0, 7, -1, 1, -6, -2, -1
> CC(C)(C)c1ccc(CC(=O)N2CCC2(C)C(=O)NS(=O)(=O)c2cccc(Cl)c2)cc1 (stereo not drawn)
→ -2, -0.1, 55*, 1, -7, 2, 2, ·, -1, 9
> Cc1ccc(NC(=O)COc2ccc(/C(N)=N/O)cc2)cc1C
→ 1, -1.1, 0, 6, 3, 1, -1, 1, 2, -3
> COc1cccc(C(=O)NCCCNc2nc3cc(C)cc(C)c3cc2C#N)c1
→ -2, -0.5, 2, -1, 4, -2, 1, -37, 0, 3
> Cc1ccc(-c2cn3c(=O)cc(C)[nH]c3n2)cc1
→ 0, 0.5, -2, -2, -4, -3, 3, 2, -2, 2
> CC1CCCC(C)N1/N=C/c1ccc(Cl)cc1 (stereo not drawn)
→ 3, -2.6, 5, 0, 0, 2, 2, -5, 2, -3
> O=C(CCCC(=O)OCC(F)(F)C(F)F)Nc1ccccc1F
→ 3, -2.9, 0, 5, 0, 2, -4, -5, 0, -2
> Cc1ccc(SCCc2ccc(C)nc2)cc1
→ -2, 0.9, -5, -5, -2, -6, -7, 0, -2, -7
> COc1ccccc1/C=C/C(=O)NCC(=O)N/N=C/c1ccc(C)o1
→ 1, -2.6, 12, -6, -5, 3, -1, -2, -2, -3
> O=C(Nc1ccc(N2CCOCC2)nc1)c1cccs1
→ -3, -0.4, -4, 1, -3, 4, 9, 1, 2, 0

# 7 entries from above, as comma-separated lines.
SMILES,LEDGF integ inh,PG9 Ab binder,rCAG RNA binder,UHRF1 MBD2 ctr,NR1D1 modulator,MBD2 inh,TCR CD3 inh,HTRA1 inhibitor,PRMT1 inh,mABHD4 FP
Cc1ccc(SCCc2ccc(C)nc2)cc1,-2,0.9,-5,-5,-2,-6,-7,0,-2,-7
O=C(NCC1CCCO1)c1csc2c1CCCCC2 (stereo not drawn),0,-1.9,-3,1,0,-6,6,-1,1,3
Cc1cc(N2C(=O)C3C4C=CC(C4)C3C2=O)ccc1NC(=O)c1cccs1 (stereo not drawn),3,-0.2,4,2,-3,1,3,-2,-3,8
COc1ccccc1/C=C/C(=O)NCC(=O)N/N=C/c1ccc(C)o1,1,-2.6,12,-6,-5,3,-1,-2,-2,-3
Cn1c(SCc2ccccc2[N+](=O)[O-])nnc1-c1cccnc1,-1,-1.0,-1,1,3,-3,3,8,2,5
O=C(Nc1ccc(N2CCOCC2)nc1)c1cccs1,-3,-0.4,-4,1,-3,4,9,1,2,0
Cc1ccc(-c2cn3c(=O)cc(C)[nH]c3n2)cc1,0,0.5,-2,-2,-4,-3,3,2,-2,2

# (next part)
# The line under a structure holds: LEDGF integ inh, PG9 Ab binder, rCAG RNA binder, UHRF1 MBD2 ctr, NR1D1 modulator, MBD2 inh, TCR CD3 inh, HTRA1 inhibitor, PRMT1 inh, mABHD4 FP
> COC(=O)c1c(NC(=O)CC2SCC(C(=O)OC)NC2=O)sc2c1CCCC2 (stereo not drawn)
→ -1, -1.9, 1, -1, 1, 0, 3, -10, 0, 0
> COc1ccccc1NS(=O)(=O)c1cc(NC(=O)c2cccs2)ccc1N1CCOCC1
→ 1, 1.3, 3, 0, 0, 4, 2, -62, -3, -2
> CCn1cc(C(=O)N2CCOCC2)c(=O)c2cc(S(=O)(=O)N(C)C)ccc21
→ 2, -0.2, -2, -2, 0, -4, -1, 0, 0, -4
> O=c1[nH]c(Cc2ccc(Cl)cc2)nc2ccccc12
→ 1, -1.2, -1, 2, 2, -2, -4, -3, 3, 1
> C=CCNc1oc(COc2ccc(C)cc2)nc1C#N
→ -4, -3.4, -2, 3, -1, 3, -8, -2, 3, 3
> O=C(NCCCN1CCOCC1)C(c1ccccc1)c1ccccc1
→ -4, -2.9, -5, 4, -7, 6, 0, 0, 1, 0
> CC(=O)c1ccc(-n2c(C)ccc2-c2ccccc2)cc1
→ -2, -0.4, -2, 1, 8, 0, -3, 4, 33*, 0
> Cc1cnc(NC(=O)CSc2c(Cl)cccc2Cl)s1
→ 0, -0.3, -1, -2, 1, -1, 1, -3, -1, 1
> COc1ccc(Cl)cc1NC(=O)CN(c1ccccc1)S(=O)(=O)N(C)C
→ 0, -2.0, -2, 0, 5, -1, 4, -20, 2, -9
> COc1ccc(N(CC(=O)Nc2cc(OC)c(OC)cc2C(=O)O)S(=O)(=O)c2c(C)noc2C)cc1
→ -3, -0.8, 41*, 1, -1, 5, -6, 0, 5, -9
> CCOC(=O)C1=C(COC(=O)COc2ccc(C#N)cc2)NC(=O)NC1C (stereo not drawn)
→ 8, -1.1, -3, 22*, -4, 11, -1, -2, 0, 0
> CCCCn1c(CN2CCOCC2)nc2c1c(=O)n(C)c(=O)n2C
→ 5, -0.1, 3, -1, 9, 2, -2, 3, -2, -4
> COc1ccc(CNC(=O)C2(CC3CC(c4ccccc4)=NO3)CCN(C(=O)c3cccc(O)c3)CC2)cc1 (stereo not drawn)
→ -3, -0.4, 2, -2, -6, -1, 0, -17, -1, -8
> COC(=O)C1=C(O)/C(=C\c2ccc(O)c(OC)c2)N=C1C
→ -3, -21, -9, -11, -3, -12, -6, 1, 1, 5
> C/C(=N\NC(=O)c1ccn[nH]1)c1cn(C)nc1C
→ 0, -1.6, 2, 1, 5, -6, 2, 11, 1, -10
> Cc1cc(C(C)(C)C)cc(CN2CCN(S(=O)(=O)c3cccs3)CC2)c1O
→ -3, 0.0, -1, 2, -2, 4, -4, 7, 3, 7
> CCOC(=O)c1ccc(N2C(=O)C(O)=C(C(C)=O)C2c2ccc(O)c(OC)c2)cc1 (stereo not drawn)
→ 0, 1.4, 5, 1, -2, -6, 4, 0, -1, 4
> COC(=O)c1c(NC(=O)CN(c2ccccc2)S(C)(=O)=O)sc2c1CCCC2
→ -1, 0.2, 6, 1, -3, 8, -5, -52, 4, -17
> NC(=O)C1CCCN(C(=O)c2cccc(S(=O)(=O)N(Cc3ccccc3)c3ccccc3)c2)C1 (stereo not drawn)
→ 4, 0.6, 4, 4, 0, 6, -3, 2, 3, -3
> N#CC1(NC(=O)CSc2nnc3n2CCCCC3)CCCCC1
→ 0, 1.2, 3, -1, 5, 2, 4, 3, -4, 4
> COc1ccccc1NC(=O)CS(=O)(=O)c1cn(CC(=O)N2CCOCC2)c2ccccc12
→ -3, 0.0, -2, -1, 3, -4, -7, -1, -1, 6
> OC[C@@H]1CN(Cc2cccc(C(F)(F)F)c2)C[C@H](n2cnc3c(NC4CC4)ncnc32)O1
→ 0, 2.2, -1, 0, 0, 6, 0, ·, 2, 0
> NS(=O)(=O)c1ccc(CCNC(=O)Nc2ccc(Cl)cc2)cc1
→ -1, -0.2, 2, -2, -2, 0, 2, -3, -2, -3
> O=C(CCc1ccccn1)N1CCCC(CNS(=O)(=O)c2cccs2)C1 (stereo not drawn)
→ 3, -2.6, -5, 0, -1, -3, 0, -14, -7, -8
> COc1cc(Cl)c(C)cc1NC(=O)c1ccc(S(C)(=O)=O)cc1
→ 1, 0.1, -2, 24*, 1, 7, 13, -1, 0, -4
> COC(=O)c1c(C)n(-c2ccc(C)cc2)c2ccc(O)cc12
→ 3, -1.2, 1, 2, 9, 1, -3, -22, 1, 11
> CC(C)c1ccc(/C=C(\c2nc3ccccc3[nH]2)S(=O)(=O)c2ccccc2)cc1
→ -4, -1.4, 0, -2, -5, 0, -4, -53, -1, 9
> O=C(NCc1ccc(F)cc1)c1cc(S(=O)(=O)N2CCOCC2)ccc1F
→ -3, 1.7, -3, 17, 5, -5, 4, 8, 1, 2
> O=C(Nc1cccc(S(=O)(=O)NC2=NCCC2)c1)c1ccc(C(F)(F)F)cc1
→ -1, -1.0, 3, -2, -1, 0, 5, -8, -3, -4
> Cc1ccc(N(CC(=O)NC(C)C)C(=O)CCC(=O)Nc2nccs2)c(C)c1
→ 1, -0.3, -9, -1, 0, -4, 6, -5, 2, -1
> Cc1cccc(NC(=S)NNC(=O)CCn2cc(C)cn2)c1
→ -3, 1.0, -2, -4, -1, -3, -1, -1, -5, 6
> C/C(=N\NS(=O)(=O)c1ccc([N+](=O)[O-])cc1)c1ccc2c(c1)OCO2
→ 2, -3.3, 3, 1, 0, -2, 1, -4, 3, -4
> O=C(C[n+]1cc(-c2ccccc2)n2c1CCC2)N1c2ccccc2Sc2ccccc21
→ 2, 0.5, 9, 0, 2, -3, 5, 4, 0, 5
> CN1CCN(c2ccccc2NC(=O)c2ccc(-c3cccc([N+](=O)[O-])c3)o2)CC1
→ 2, -1.4, -2, -4, 6, -6, 4, -6, -2, 9
> O=C1N(c2ccc3c(c2)OCCO3)C(c2ccccc2)C1(F)F (stereo not drawn)
→ 0, -1.4, -6, 1, 0, -1, 4, -15, 4, -11
> CCOC(=O)C(O)(CC(=O)c1ccc(Cl)cc1)C(=O)OCC
→ 1, 0.8, -2, 4, 5, -3, 0, 5, 4, -1
> CCc1ncc(C)[nH]1
→ 1, -0.7, 3, 0, -3, 0, 0, ·, -11, -1
> Clc1ccc(-c2noc(CSc3nnc(Cc4cccs4)n3-c3ccccc3)n2)cc1
→ 4, -0.5, 2, 0, -1, 1, -7, -51, -2, -10
> C=CCN(CC(=O)NCc1ccccc1)C(=O)c1csnn1
→ 0, -0.2, -1, -1, 2, -1, 3, 4, -3, -2
> O=C(NCc1ccccc1Cl)c1csc([C@@H]2C[C@H](O)[C@@H](CO)O2)n1
→ -6, -0.4, 0, -1, -2, 1, -4, ·, 5, 0
> O=C(Nc1ccc([N+](=O)[O-])cn1)c1cccnc1
→ -3, -0.8, -3, 4, 0, 4, -7, 8, 11, -9

# Screens from PubChem BioAssay.
